Screening data from PubChem BioAssay.
TCR CD3 inh: inhibitors of human TCR-CD3 interaction, primary screen, biochemical, fluorescence, TAMRA-labeled TCR probe. T-cell receptor (TCR). inhibition, % at 9.4 µM. hit rate 0.37% among 360,000. AID 651800, 2012; in the data active means inhibition above about 19%;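 further: recombinant mutant TCR 2C K166C tagged with TAMRA read by polarization; 0% = receptor in buffer alone and 100% = receptor with positive control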
rCAG RNA binder: binders of r(CAG) RNA repeats, primary screen, biochemical, fluorescence | r(CAG) RNA repeat, TO-PRO-1 dye displacement fluorescence | inhibition, % at 3 µM | hit rate 1.3% among 370,000 | AID 651821, 2012;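 active means inhibition above the plate cutoff, the mean of all test compounds on that plate plus 3 SD, cut at about 35% in these data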;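 further: 0% = DMSO alone and 100% = 100 µM mitoxantrone as full dye displacement; higher means more dye released from RNA so lower well fluorescence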
UHRF1 binding: UHRF1 methylated DNA binding inhibitors, primary screen, counter-screen for MBD2 inhibitor project, biochemical, TR-FRET, human UHRF1, single concentration; inhibition, % at 4.4 µM; hit rate 0.75% among 370,000; UHRF1 binding to methylated oligo; E3 ubiquitin-protein ligase UHRF1 (Homo sapiens), Q96T88; AID 687016, 2013; in the data active means inhibition above about 21%;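 further: UHRF1 SRA domain binding a hemimethylated CpG hairpin DNA probe; 0% = median of test compound wells and 100% = reference inhibitor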
NR1D1 modulator: modulators of Rev-erb alpha DNA binding, primary screen, biochemical, FITC-DNA, fluorescence polarization, uHTS; Rev-erbα–FITC-DNA binding, 90 min; activity, % at 10 µM; hit rate 0.79% among 370,000; AID 1259318, 2017;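 active means activity above about 14%, limit read from the data; passing the limit was not always enough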;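 further: 0% = DMSO wells with 35 nM protein and 100% = DMSO wells with 750 nM protein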
PRMT1 inh: PRMT1 methyltransferase inhibitors, primary screen, biochemical, fluorescence polarization | Protein arginine N-methyltransferase 1 (Homo sapiens), Q99873 | recombinant PRMT1, activity-based probe fluorescence polarization | inhibition, % at 2.79 µM | hit rate 1.3% among 370,000 | AID 652257, 2013;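 active means inhibition above about 21% made by adding two undisclosed values, limit read from the data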
Target sequence (Q99873 whole entry, looked up): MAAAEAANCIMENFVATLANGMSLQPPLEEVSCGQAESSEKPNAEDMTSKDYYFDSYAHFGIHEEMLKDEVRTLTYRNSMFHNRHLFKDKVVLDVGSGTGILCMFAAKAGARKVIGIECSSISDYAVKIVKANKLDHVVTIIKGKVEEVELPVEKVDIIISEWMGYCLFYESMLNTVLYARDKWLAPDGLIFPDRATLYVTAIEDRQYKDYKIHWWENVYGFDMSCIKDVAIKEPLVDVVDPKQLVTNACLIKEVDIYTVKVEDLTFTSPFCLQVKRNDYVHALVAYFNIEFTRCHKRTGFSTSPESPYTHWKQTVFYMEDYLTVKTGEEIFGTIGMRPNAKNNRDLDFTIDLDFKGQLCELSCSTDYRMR
MBD2 DNA inh: inhibitors of MBD2 binding to methylated DNA, primary screen, biochemical, TR-FRET, DNA-binding domain, human | Methyl-CpG-binding domain protein 2 (Homo sapiens), Q9UBB5 | MBD2 binding to methylated oligonucleotide | inhibition, % at 4.4 µM | hit rate 0.31% among 370,000; in the data active means inhibition above about 13%
LEDGF integ inh: blockers of LEDGF/p75-dependent integrase strand transfer – biochemical, TR-FRET, high throughput, primary screen; TR-FRET IN-LEDGF/p75 DNA integration, Eu/Cy5; inhibition, % at 3.7 µM; hit rate 0.64% among 370,000; AID 743269, 2014;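 active means inhibition above the screen-wide mean plus 3 SD, cut at about 13% in these data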;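 further: signal is the Cy5 over europium emission ratio at 671 and 618 nm; 0% = plate median of compound wells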
PG9 binder: binders of HIV-1 gp120 antibody PG9, primary screen, biochemical, TR-FRET. HIV-1 gp120 / PG9 antibody interaction. hit rate 0.43% among 360,000. inhibition, % at 6.7 µM. TR-FRET gp120-PG9 antibody binding. AID 624416, 2012; in the data active means inhibition above about 8.5%
HTRA1 inh: HTRA1 serine protease inhibitors, primary screen, biochemical, fluorescence polarization, HTS; AID 504803, 2011; Q92743; hit rate 0.5% among 340,000; recombinant HTRA1, FP-rhodamine activity-based probe; inhibition, % at 5.96 µM; in the data active means inhibition above about 36%;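 further: 0% = enzyme with DMSO and 100% = wells lacking enzyme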
mABHD4 FP: ABHD4 inhibitors, primary screen, biochemical, fluorescence polarization, mouse. (Lyso)-N-acylphosphatidylethanolamine lipase (Mus musculus), Q8VD66. purified mABHD4, FP-Rh probe fluorescence polarization. inhibition, % at 8.92 µM. hit rate 0.54% among 370,000. AID 720543, 2013;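 active means inhibition exceeding the mean over every tested compound plus 3 SD, cut at about 30% in these data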;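 further: 0% = plate median of compound wells and 100% = S159A mutant with DMSO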
Target sequence (Q8VD66 whole entry, looked up): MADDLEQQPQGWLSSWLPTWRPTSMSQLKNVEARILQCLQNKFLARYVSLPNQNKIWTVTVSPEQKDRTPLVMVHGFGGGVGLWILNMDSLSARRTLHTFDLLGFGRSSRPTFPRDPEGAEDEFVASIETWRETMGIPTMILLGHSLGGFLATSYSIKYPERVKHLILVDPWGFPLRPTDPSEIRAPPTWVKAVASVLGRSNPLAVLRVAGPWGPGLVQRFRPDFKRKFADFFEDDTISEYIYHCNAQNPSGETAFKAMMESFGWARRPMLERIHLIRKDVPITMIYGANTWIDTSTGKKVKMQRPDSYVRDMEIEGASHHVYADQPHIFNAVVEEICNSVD
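Test system: mouse ABHD4 enzyme, wild type. Reagent: FP-Rh fluorescent activity-based probe, added after compound pre-incubation. Timing: pre-incubation 45 min, probe exposure 60 min, at 25 °C. Technique: FP readout, ex 525 nm / em 598 nm. Benchmarks: high control S159A mutant with DMSO, low control median of compound wells.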
Numbers without * were called inactive; · = no result given. A portion of the library; count on the stated rates, not on these rows.

SMILES	TCR CD3 inh	rCAG RNA binder	UHRF1 binding	NR1D1 modulator	PRMT1 inh	MBD2 DNA inh	LEDGF integ inh	PG9 binder	HTRA1 inh	mABHD4 FP
COc1cc(C(C(=O)NC(C)(C)C)N(C(=O)CNC(=O)c2cccs2)c2ccc(C(C)C)cc2)cc(OC)c1OC (stereo not given)	-7	-5	1	1	4	1	-3	-1.4	39*	5
CCOc1cc(C=O)ccc1OCCn1c([N+](=O)[O-])cnc1C	12	3	1	0	0	-10	0	0.8	29	2
C=CCNC(=O)CN(c1ccc(F)cc1)S(=O)(=O)c1ccc(OC)cc1	13	-4	-1	1	-1	-3	-2	-0.2	0	-1
CC(C)(C)OC(=O)NCCCCCNC(=O)c1[nH]cnc1C(=O)Nc1ccon1	-3	-2	0	-1	-1	2	-1	0.7	-1	-1
O=C(CCC1CCCC1)N[C@@H](Cc1ccc(O)cc1)C(=O)O	4	1	-2	-3	0	-5	0	-0.3	-2	9
COc1ccc(F)cc1C(=O)C1CCCN(Cc2ccc(Sc3nncn3C)o2)C1 (stereo not given)	-7	-5	6	7	-4	-1	4	-2.4	8	-8
Cc1cccc(N(CC(=O)NC2CCCC2)C(=O)CCCC(=O)Nc2ccccn2)c1	6	-7	0	-2	0	2	1	-0.8	-1	0
Cc1c(C(c2ccc(O)cc2)c2c(C)n(C)n(-c3ccccc3)c2=O)c(=O)n(-c2ccccc2)n1C	-1	-3	5	-5	0	-2	-2	-1.1	·	4
COCCN(CCOC)C(=O)c1ccc(CSc2nc3ccccc3s2)cc1	-5	-8	1	4	3	0	0	-2.5	-7	5
O=C(CSc1nnc(Cc2ccc3c(c2)OCO3)n1C1CCCCC1)NC1CCCC1	1	-12	-1	-5	1	-4	-2	-0.6	-1	-3
Cc1ccc(-n2nc(-c3ccc(OC(F)(F)F)cc3)cc2N)cc1C	0	-6	-1	-3	-1	-1	-5	-3.1	·	-2
Cc1c(NC(=O)C2CCCN(S(=O)(=O)c3ccccc3[N+](=O)[O-])C2)c(=O)n(-c2ccccc2)n1C (stereo not given)	·	1	2	-1	-10	-1	2	·	·	1
O=C(Nc1ccc(N2CCN(Cc3ccccc3Cl)CC2)cc1)c1cccnc1	-4	-5	0	0	-4	15*	-3	0.2	4	6
CCc1ccccc1NC(=O)c1cnc2scc(C)n2c1=O	-5	-1	4	-6	3	2	5	-0.4	2	1
COc1ccc(NC(=O)N(C)C[C@H]2Oc3ccc(NS(=O)(=O)c4cn(C)cn4)cc3C(=O)N([C@H](C)CO)C[C@@H]2C)cc1	-2	1	-1	-5	1	1	-2	-0.6	-4	5
O=C(/C=C(\c1ccccc1)n1cncn1)c1ccccc1	7	-3	3	-5	-1	1	1	-1.2	6	-2
CCOc1ccc(CNC(=O)C2CC(=O)N(C3CCCC3)C2)cc1OC (stereo not given)	1	-1	3	-4	1	5	0	2.2	0	-1
Cc1nn(-c2ccccc2)c(C)c1NC(=O)CCl	8	-4	0	0	-1	-3	0	-1.5	4	0
COc1cc(C)c(NC(=S)Nc2ccc(C)c(Cl)c2)cc1OC	8	2	-1	1	3	-6	1	-2.0	-2	-9
Cc1ccc(-c2nnc(C)c(N3CCCC3)n2)cc1	7	-2	-5	-9	-1	-1	-3	-2.2	5	-1
O=C1CC(c2ccccc2)CC(O)=C1C=NCc1ccc(Cl)c(Cl)c1 (stereo not given)	0	0	-2	2	-2	1	-1	-0.5	-11	5
C=CC[C@@H]1NN2C(=O)[C@@H](CCc3ccccc3)[C@@H]3c4ccccc4C=NN3[C@@H]2c2ccccc21	·	7	83*	6	-1	5	2	·	·	3
CC1CCCCN1C(=O)CCC(=O)Nc1nnc(C(F)(F)F)s1 (stereo not given)	-4	-2	0	-3	4	3	0	-0.4	0	5
CCOC(=O)[C@]12CCCC=C1N(CCC1=CCCCC1)C(=O)[C@H](CC(=O)NCC1CCCCC1)C2	0	3	0	-8	5	9	0	0.5	·	17
Cc1ccc(-c2n[nH]c3c2C(c2cccc(O)c2)N(c2ccc(C(=O)O)cc2)C3=O)cc1 (stereo not given)	-3	20	1	-2	4	4	0	0.5	-15	-41
O=C(COC(=O)c1ccc(Br)c(S(=O)(=O)N2CCOCC2)c1)NCCc1ccccc1	5	1	0	-3	-2	-3	-1	-0.6	-6	1
O=C(CCc1ccccc1)NNC(=O)Cc1ccccc1	-2	-3	0	9	3	-7	5	-2.1	4	0
N#CC(C(=O)NCCc1ccccc1)c1nc2ccccc2nc1N1CCOCC1 (stereo not given)	3	2	-5	-3	-2	-3	-2	0.3	0	1
O=C(CN1C(=O)NC2(CCCC2)C1=O)N1CCN(S(=O)(=O)c2ccccc2)CC1	-1	-2	11	0	0	6	1	3.0	1	6
CN(Cc1ccccc1)C(=O)C1CCN(S(=O)(=O)c2ccc(-n3cnnn3)cc2)CC1	-12	4	0	5	0	5	-4	-0.1	-4	11
Cc1ccccc1NC(=O)Cc1nnc(SCC(=O)N2CCOCC2)n1C	2	-2	2	-5	3	6	1	-0.4	4	6
COc1ccc(N(C)C(=O)c2cc3c(s2)-c2c(C)cccc2OC3)c(OC)c1	-3	0	-2	3	-1	2	0	0.8	-51	-11
O=C(c1ccccc1)N1CCN(c2ncnc3c2cnn3-c2ccccc2)CC1	2	-2	7	-4	-1	-3	0	-2.5	-2	5
O=C(c1ccc([N+](=O)[O-])cc1)N1CCN(c2ncccn2)CC1	0	-3	0	-2	-2	-1	1	-3.0	12	1
CC(NC(=O)CCC(=O)NC(C)c1ccccc1)c1ccccc1 (stereo not given)	12	-5	3	-3	6	-2	3	0.9	8	6
CC(=C1C(=O)c2ccccc2C1=O)N1CCN(CCN=CC2=C(O)CC(C)(C)CC2=O)CC1	-7	0	-2	-2	6	2	1	-2.4	-2	4
COC(=O)C1=C(C)N(c2ccc(C)c(C)c2)/C(=C/c2ccc(O)cc2)C1=O	1	-1	-1	4	-1	-4	2	-2.6	0	4
CCOC(=O)c1cc(-c2ccccc2)nc2ccc(C)cc12	5	-1	-2	3	-3	-1	-1	-0.5	-5	-5
CN(Cc1ccccc1)C(=O)c1ncn(Cc2ccccc2)c1C(=O)N(C)Cc1ccccc1	2	-10	2	-3	-1	-1	-2	1.4	-3	7
CC(C)c1ccc(/C=N\NC(=O)c2ccc(Cn3cccn3)o2)cc1	2	-3	1	-2	2	0	-4	1.6	0	0
O=C(Nc1ccccc1C(F)(F)F)OCCCN1CCC2(CCC(c3ccccc3)CC2)C1=O (stereo not given)	·	3	-1	7	0	6	0	·	·	-8
N#Cc1ccccc1N=Cc1ccc(Br)cc1	-1	-1	2	0	-2	-1	5	-0.6	2	7
Cc1ccc(NC(=O)CN2C(=O)N/C(=C/c3cc(C)n(-c4cccc(C(=O)O)c4)c3C)C2=O)cc1	5	71*	37*	-10	25*	8	26*	-4.4	-19	5
CC(C)NS(=O)(=O)c1ccc(CCC(=O)Nc2ccc3c(c2)OCCO3)cc1	3	-5	-2	0	-1	-10	-4	0.0	4	-5
CC(=O)Nc1ccccc1/C=C/c1ccc2c(C)cc(C)c(O)c2n1	1	7	3	0	-1	-3	0	2.0	7	-1

3 structures already listed, sorted by count of non-hydrogen atoms, lowest first:
SMILES	TCR CD3 inh	rCAG RNA binder	UHRF1 binding	NR1D1 modulator	PRMT1 inh	MBD2 DNA inh	LEDGF integ inh	PG9 binder	HTRA1 inh	mABHD4 FP
CC(NC(=O)CCC(=O)NC(C)c1ccccc1)c1ccccc1 (stereo not given)	12	-5	3	-3	6	-2	3	0.9	8	6
O=C(c1ccccc1)N1CCN(c2ncnc3c2cnn3-c2ccccc2)CC1	2	-2	7	-4	-1	-3	0	-2.5	-2	5
O=C(Nc1ccccc1C(F)(F)F)OCCCN1CCC2(CCC(c3ccccc3)CC2)C1=O (stereo not given)	·	3	-1	7	0	6	0	·	·	-8

(listing goes on)
SMILES	TCR CD3 inh	rCAG RNA binder	UHRF1 binding	NR1D1 modulator	PRMT1 inh	MBD2 DNA inh	LEDGF integ inh	PG9 binder	HTRA1 inh	mABHD4 FP
O=C(O)c1ccc2c(c1)C(=O)N(c1nccs1)C2=O	0	2	2	4	1	-2	0	-1.9	3	-2
N=c1c(S(=O)(=O)c2ccc(Br)cc2)cc2c(=O)n3ccccc3nc2n1Cc1ccccc1	7	2	0	-3	-4	-1	0	-2.0	-2	-1
CCOc1ccc(CCNC(=O)CCn2cccc2)cc1OCC	-4	1	1	8	0	-5	0	-1.9	4	-9
CCOC(=O)c1c(S(=O)(=O)NCC(C)c2ccccc2)c(C)n(C)c1C (stereo not given)	7	-5	0	-8	-6	4	1	-1.4	-6	-2
COc1ccc(-n2c(SCC(=O)Nc3nccs3)nc3c(c2=O)SCC3)cc1	8	4	-2	-10	0	-3	3	-1.0	-8	3
C/C(Cc1ccccc1)=N\NC(=O)CNC(=O)c1ccccc1Cl	12	3	-3	-1	1	-5	0	0.1	8	8
C=CCNC(=S)/N=c1/scc(C)n1C	2	-3	-3	2	-4	-3	-1	-2.3	-4	-1
Cc1cc(=O)n(CC(=O)Nc2cc(Cl)ccc2C)c(C(C)C)n1	-4	-3	1	-2	9	0	-5	0.8	6	2
Cn1c(CNC(=O)CCNC(=O)c2cccc(F)c2)cc(=O)n(C)c1=O	8	2	-1	-2	-2	3	1	0.6	5	2
CN1CCN(CC(=O)NC23CC4CC(CC(C4)C2)C3)CC1	6	-5	2	1	-1	0	-3	-1.9	4	-6
O=S(=O)(c1cccs1)N1CCN(C/C=C/c2ccccc2)CC1	0	-4	1	1	2	6	2	1.1	-12	2
O=C(Nn1cnnc1)c1csc2ccccc12	4	6	0	-3	2	-1	-1	-0.4	-7	4
CNc1nc(-c2c(C)n(C)c3ccc(OC)cc23)cs1	-23	14	-2	-2	-1	2	-1	0.5	6	-9
CC(=O)Nc1ccc(S(=O)(=O)NC2(C(F)(F)F)NC(=O)N(c3ccc(Cl)cc3)C2=O)cc1 (stereo not given)	-1	5	1	0	2	3	-2	0.8	6	7
CCOC(=O)/C(=C/c1ccc(OC)cc1)NC(=O)c1ccco1	-1	-2	5	-3	4	1	-3	-0.7	2	10
COC(=O)c1cc(C(=O)c2ccccc2)n2c(=O)/c(=C\N(C)C)sc12	0	0	3	-4	0	-1	3	-1.7	·	-5
N#Cc1ccccc1S(=O)(=O)N1CCN(C(=O)[C@@H]2CCCN2C(=O)c2cccs2)CC1	2	2	3	0	2	3	2	1.2	5	7
CCn1nc(C)c(NC(=O)/C=C/c2ccc(OC)c(COc3ccc(Cl)cc3Br)c2)c1C	-4	4	2	-1	0	0	0	-0.7	-8	-4
COc1cc(CCCN2CCNC[C@@H]2C(C)O)cc(OC)c1OC (stereo not given in full)	-6	4	9	-3	3	4	-3	-2.0	0	-14
CCOC(=O)N1CCN(CC(O)COC2CC(C)CC(C)(C)C2)CC1 (stereo not given)	-1	-9	1	6	-1	4	0	0.8	1	11
